HTT ATP protect – protects HTT-Q103 PC12 cells, measured by ATP; PC12 HTT-Q103 induced, cytoprotection, ATP luminescence, 40 h; Potency, µM (doses to about 56.4 µM), inactives show cytoprotection (ATP increase), most hits filed as activators; actives 0.14% (n = 230,000);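 note: potency is the fitted concentration of half-maximal effect; % of control where 0% means no effect; nearly all actives have a fitted effect of over 45% in size; toxic huntingtin expression switched on by the ecdysone agonist tebufenozide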
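Huntington model: PC12 line, ecdysone-inducible HTTQ103 exon1–GFP, tebufenozide 100 nM. Test articles in a dose series. Endpoint luminescence from cellular ATP.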
LMNA splice mod – modulators of lamin A splicing | actives 0.01% (n = 200,000) | Potency, µM (top dose mostly 46.1 µM), for the others: at the highest dose ratio change, negative = inhibition, actives largely listed as inhibitors | HeLa LMNA splicing GFP/RFP minigene ratio, 48 h; active = well fitted inhibition curve with a large enough effect in the signal ratio, with a control signal flat, not every such curve was filed as active; inconclusive = small, poorly fitted or top-dose-only effect, or effect the other way, or a change in a side signal; the % refers to the signal ratio; note: potency is the fitted concentration of half-maximal effect; % is set by controls: 0 for no effect and ±100 for the full control effect
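Read-out is the ratio of GFP to DsRed2 object intensity, acquired by 488 nm laser-scanning cytometry on HeLa lamin A-EGFP minigene reporter cells. Compound incubation 48 hrs at 37 °C in Opti-MEM with 2% FBS; DMSO 0.5% final.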
GAA spleen mod – lysosomal alpha-glucosidase (human) modulation. P10253. human spleen homogenate, 4-MU-alpha-glucoside fluorescence. Potency, µM (doses to about 79.9 µM), for the others: top-dose activity change, negative = inhibition, hits mostly inhibitors. actives 0.006% (n = 240,000);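 note: potency is the fitted concentration of half-maximal effect; 0% = enzyme with vehicle and -100% = no enzyme basal signal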
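Enzyme source: human spleen homogenate, 1 ug/well. Buffer 50 mM citric acid/K phosphate pH 5.0, 0.01% Tween-20. 4-MU-alpha-glucoside 1 mM; 37 C x 40 min; NaOH/glycine stop; fluorescence.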
GAA inh – blocks human lysosomal alpha-glucosidase | P10253 | purified human GAA, 4-MU-alpha-glucoside fluorescence | Potency, µM (series often up to 76.9 µM), for inactives: at the top dose activity change, negative = inhibition, actives largely listed as inhibitors | actives 0.005% (n = 200,000);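 note: potency is the fitted concentration of half-maximal effect; plate controls were uninhibited enzyme wells for no effect and no-enzyme background for full effect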
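Endpoint fluorogenic read: 20 min room-temperature reaction of 4 nM human alpha-glucosidase with 400 uM 4-methylumbelliferyl-alpha-D-pyranoside, pH 5.0, quenched with 1M NaOH/1M glycine pH 10. AC50 from Hill modeling.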
HTT aggregate – reduces HttQ103-GFP aggregates in PC12 cells. PC12 HttQ103-GFP aggregates, Acumen cytometry, 40 h. Potency, µM (series often up to 46.1 µM), inactives show at the highest dose activity change, negative = inhibition, actives largely listed as inhibitors. actives 1.1% (n = 220,000); note: potency is the fitted concentration of half-maximal effect; % is set by controls: 0 for no effect and ±100 for the full control effect; nearly all actives have a fitted effect of over 60% in size
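Using laser scanning cytometry, GFP-positive aggregates were counted after lysis of PC12 cells induced with 100 nM tebufenozide to express HTT exon 1 Q103–GFP. Compounds were tested in titration.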
CBFb-RUNX1 inh – inhibitors of human CBF-beta and RUNX1 interaction | Q01196+Q13951 | AlphaScreen CBFb-His/RUNX1-biotin binding, biochemical | Potency, µM (highest dose often 59.8 µM), inactives show at the top dose activity, negative = inhibition, actives largely listed as inhibitors | 230,000 tested, under 10 active | AID 1477; note: % of control where 0% means no effect
Target sequence (Q01196 whole entry, looked up): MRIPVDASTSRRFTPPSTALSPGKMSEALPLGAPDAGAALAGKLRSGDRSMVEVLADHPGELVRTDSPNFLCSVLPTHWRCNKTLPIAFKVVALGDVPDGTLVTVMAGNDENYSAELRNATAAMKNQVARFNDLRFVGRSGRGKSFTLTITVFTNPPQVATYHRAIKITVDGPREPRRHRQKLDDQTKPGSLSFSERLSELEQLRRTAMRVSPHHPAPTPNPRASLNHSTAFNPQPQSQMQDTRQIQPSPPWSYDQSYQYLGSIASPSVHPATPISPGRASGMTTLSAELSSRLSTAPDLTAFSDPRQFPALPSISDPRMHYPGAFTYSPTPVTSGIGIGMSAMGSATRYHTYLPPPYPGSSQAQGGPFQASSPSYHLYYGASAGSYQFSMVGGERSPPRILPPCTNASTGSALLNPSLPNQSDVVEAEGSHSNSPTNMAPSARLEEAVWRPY
Target sequence (Q13951 whole entry, looked up): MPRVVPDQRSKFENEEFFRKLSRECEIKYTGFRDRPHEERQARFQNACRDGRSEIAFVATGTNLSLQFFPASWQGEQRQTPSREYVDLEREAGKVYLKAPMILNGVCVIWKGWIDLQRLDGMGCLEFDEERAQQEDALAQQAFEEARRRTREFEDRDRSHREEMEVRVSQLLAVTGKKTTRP
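Room-temperature protein-protein interaction test with 30 nM each of His-tagged CBF-beta and biotinylated RUNX1, 15 min with compound, then 90 min with nickel plus streptavidin beads. Signal read in AlphaScreen mode.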
GAA glycogen – inhibitors or activators of human alpha-glucosidase glycogen cleavage; P10253; recombinant GAA, glycogen substrate, Amplex Red glucose oxidase fluorescence; Potency, µM (series often up to 76.4 µM), inactives show at the top dose activity change, negative = inhibition, most hits filed as inhibitors; actives 0.38% (n = 300,000); AID 2100;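 note: potency is the fitted concentration of half-maximal effect; 0% = full enzyme reaction and -100% = no-enzyme basal signal; the screen sought inhibitors and activators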
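Natural-substrate format: glycogen cleavage by 4 nM human enzyme, glucose read by Amplex Red coupling (Ex 573, Em 610 nm). Normalized to enzyme and no-enzyme controls.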
Starred values were filed as active, the others as inactive; ? = inconclusive; nt = no result given; & = joins results of further samples; [ ] = another dose, or the depositor's remark. Unless noted, calls come from the whole dose curve; as a rule, active = well fitted curve in the direction sought with a large enough effect; inconclusive = small, poorly fitted or top-dose-only effect, or another doubt; inactive = no such curve, though single readings can be large; an effect the other way counts as inactive or inconclusive.

SMILES	HTT ATP protect	LMNA splice mod	GAA spleen mod	GAA inh	HTT aggregate	CBFb-RUNX1 inh	GAA glycogen
Cc1ccc(/C=N\NC(=O)c2ccc(Cn3cc(Br)c([N+](=O)[O-])n3)o2)o1	14.2%[10 µM]	?	-16.3%	-0.4%	27.2%[9.22 µM]	3.0%	-8.1%
O=C(c1ccc(CS(=O)(=O)c2ccc(Br)cc2)o1)N1CCN(c2ncccn2)CC1	-12.4%	-1.8%	1.0%	0.4%[15.4 µM]	0.4%	2.6%	9.7%
CCN1CCN(c2cc(C)c3cc(NC(=S)N4CC(C)CC(C)C4)ccc3n2)CC1 (centres undefined)	-7.9%	nt	4.7%	0.4%	-9.3%	-1.8%	?
Cc1nc2cnc(Oc3ccccc3)nc2n(C)c1=O	?	2.8%	-2.5%	nt	nt	nt	nt
O=C(CNS(=O)(=O)c1ccccc1)N/N=C/c1ccc(O)cc1	9.0%[10 µM]	-6.3%[46 µM]	0.3%	-0.1%	22.0%	1.7%	-17.1%
O=C(Cn1nnc2ccccc21)NCc1ccccc1	-3.4%	2.2%	0.5%	-3.4%	10.4%	0.3%	-4.4%
N/C(=N\OC(=O)Cc1ccc(Cl)cc1)c1ccncc1	-14.8%	?	0.8%	-1.7%	-7.6%	2.9%	21.7%
COc1ccc(CCCn2ncc3c2nc(N)n2nc(-c4ccco4)nc32)cc1	-52.6%[inhibitor]	nt	-5.8%	nt	nt	-5.3%	nt
Cn1c(CNC(=O)c2ccccc2F)nnc1SCc1nc2ccccc2c(=O)[nH]1	15.6%[10 µM]	nt	1.0%	?	5.5%[9.22 µM]	-1.0%	6.8%
COc1ccc(NC(=O)C(=O)NNC(=O)C(C)Oc2ccc(Cl)cc2Cl)cc1 (centres undefined)	-38.2%	nt	-6.2%	6.5%	-30.1%	7.7%	-2.1%
COc1ccc(-c2nnc3ccc(SCC(=O)N4CCCCC4)nn23)cc1OC	-2.6%	-12.0%	-1.8%	?	13.7%	4.2%	1.3%
Cc1cc(C)nc(NNC2=CC(=[N+]3CCCCC3)CC(C)(C)C2)n1	-9.6%	13.3%[46 µM]	-0.9%	0.1%	-23.4%	-4.4%	?
COc1cc(NC(=O)N[C@@H](CCSC)C(=O)O)cc(OC)c1	7.2%[10 µM]	nt	3.1%	nt	-2.3%[9.22 µM]	5.1%	4.1%
Clc1ccccc1OCCCCn1ccnc1	11.4%	-6.5%	1.7%	-4.9%	-3.2%	1.9%	9.2%
O=C(COC(=O)C12CC3CC(CC(C3)C1)C2)N1CCN(S(=O)(=O)c2ccccc2)CC1	7.6%	-0.9%	-1.0%	?	-24.5%	1.3%	-2.5%
CCOC(=O)C1CCN(C(=O)CCCOc2ccccc2)CC1	-3.1%[10 µM]	4.3%	-23.5%	-0.8%	22.1%	9.2%	2.6%
COc1ccc2c(c1)c(CC(=O)O)c(C)n2C(=O)c1ccc(Cl)cc1	?	?	8.0%	-13.0%[15.4 µM]	-5.8%	-3.7%	-1.5%
CCc1c(C)nc2cc(-c3cc(OC)cc(OC)c3)nn2c1N1CCCC1	-33.0%	?	-4.8%	-12.4%	-24.1%	18.4%	-17.1%
CCCN1CC=C2C(C#N)=C(N)C(C#N)(C#N)C(c3cccc(OC)c3OC)C2C1 (centres undefined)	23.3%[10 µM]	-25.2%	-1.8%	8.1%	?	0.2%	-2.0%
CC(=O)c1c(C(C)=O)c(C)n(NC(=O)c2ccc(Cl)cc2)c1C	-14.4%	5.6%	4.9%	-3.9%	0.9%[9.22 µM]	-6.2%	16.0%
CN(CCO)C1=CC(=O)CC(C)(C)C1	-6.0%[1.9 µM]	-3.3%	-6.7%	0.7%	-7.4%	10.1%	-7.5%
COCc1nnc(NC(=O)c2ccc(S(=O)(=O)N(C)c3ccccc3)cc2)o1	20.3%[10 µM]	?	0.9%	-0.6%	?	7.1%	-2.0%
COCCCN1CN(Cc2ccccc2)CNC1=S	20.4%[10 µM]	0.6%	-2.3%	-1.9%	10.8%	-1.3%	2.7%
O=C(Nc1cccc(F)c1)N1CCN(C/C=C/c2ccccc2)CC1	-2.2%	?	-10.8%	-6.2%	-9.3%	3.8%	0.0%
Cc1cccc(NC(=O)c2sc(Cl)nc2C)c1C	16.2%[10 µM]	12.9%	2.1%	0.3%	-8.2%	-1.8%	9.8%

The results go on:
SMILES	HTT ATP protect	LMNA splice mod	GAA spleen mod	GAA inh	HTT aggregate	CBFb-RUNX1 inh	GAA glycogen
CCC(C(=O)NC(C)(C)C)N(Cc1ccco1)C(=O)Cn1nnc(-c2ccc(F)cc2)n1 (centres undefined)	34.3%[10 µM]	22.7%[46 µM]	3.9%	1.1%	23.1%[9.22 µM]	5.8%	-0.6%
COC(=O)C1=C(C)NC(=O)NC1/C=C/c1ccccc1 (centres undefined)	0.1%	5.7%	-5.1%	-4.1%	-7.0%	3.1%	-16.3%
CCOC(=O)c1c(-c2ccccc2)csc1NC(=S)NC(=O)c1ccccc1	1.2%[10 µM]	?	7.5%	-8.9%	0.5%	9.5%	1.3%
COC(=O)CC1c2ccccc2C(Cc2ccc(OC)cc2)C(C)N1C(=O)OC (centres undefined)	-19.6%[10 µM]	-1.8%[9.22 µM]	-0.8%[17.4 µM]	nt	nt	8.5%[13.1 µM]	nt
COCCn1c(SCc2nc3ccccc3s2)nc2ccccc21	-6.9%[10 µM]	?	0.0%	-7.3%	-5.6%	8.0%	8.3%
COC(=O)CSc1nnc(-c2ccoc2C)n1-c1ccc(C)cc1	12.7%	0.5%	-3.2%	5.9%	13.0%	0.6%	7.8%
CCC(=O)Nc1ccc(NC(=O)CN2CCCC(C)C2)c(Cl)c1 (centres undefined)	4.7%[10 µM]	4.7%	3.5%	1.3%	5.2%	5.0%	4.4%
N#Cc1cccc(-c2nc(NCc3ccccc3)c3ccccc3n2)c1	-0.4%	?	2.5%	nt	nt	nt	nt
Cc1ccc(NC(=O)C(=O)NCCN2CCN(S(=O)(=O)c3ccccc3)CC2)cc1C	-28.3%	?	-2.9%	-13.9%	12.5%[9.22 µM]	-1.6%	9.6%
COc1ccccc1N=c1scc(-c2ccc3c(c2)NC(=O)CO3)n1CC1CCCO1 (centres undefined)	-22.5%[10 µM]	?	-6.2%	6.2%	-11.3%	-11.0%	-3.1%
O=C(O)c1ccc(-c2ccccc2)[nH]c1=O	11.8%[10 µM]	nt	-1.1%	nt	15.0%[9.22 µM]	10.2%	-5.5%
COc1ccccc1CNC(=O)C(C)Sc1ccsc1[N+](=O)[O-] (centres undefined)	nt	nt	-11.3%	-8.0%	3.7%	7.4%	-1.3%
O=C(OC1CCOC1=O)c1cc(-c2cccs2)nc2ccccc12 (centres undefined)	-26.7%	?	17.9%	?	7.4%	14.6%	0.6%
CCCn1c(SCc2ccccc2)nc2c1c(=O)[nH]c(=O)n2C	-22.3%	12.0%	-13.0%	-8.6%	4.8%	-0.3%	-5.2%
CCO[C@H]1OC(C(=O)Nc2ccccc2)=C[C@@H](C)[C@@H]1CCCO	14.7%[10 µM]	nt	3.5%	nt	9.8%[9.22 µM]	2.5%	2.5%
COc1ccccc1N1CCN(S(=O)(=O)c2ccccc2F)CC1	-16.0%	-14.7%	-22.7%	-7.5%	6.4%	2.0%	-7.4%
COc1ccc(N(CC(=O)N2CCCC(C)C2)S(=O)(=O)c2c(C)nn(C)c2C)cc1 (centres undefined)	-3.7%	-1.4%	-1.3%	-1.2%[15.4 µM]	6.1%	-3.9%	0.7%
Cc1ccc(C)c(S(=O)(=O)N2CC(=O)Nc3ccccc32)c1	5.9%	0.0%	-2.4%	-24.3%	-17.0%	3.7%	1.3%
CCCCCCCC(=O)NNC(=O)c1c(O)c2ccccc2n(CCC)c1=O	2.8%[10 µM]	-24.4%[46 µM]	nt	-5.1%	?	12.1%	9.6%
Cc1nnc(-c2cnn(-c3ccccc3)c2N)n1Cc1ccccc1	-7.1%	4.9%	-17.7%	3.4%	-8.5%	-4.3%	3.4%
O=C(Nc1ccccc1Cl)ON=C1c2ccccc2-c2ccccc21	12.9%	-5.7%	-22.8%	-1.9%	?	-2.4%	-10.5%
Cc1cccc(COc2ccccc2/C=N/Nc2ccc([N+](=O)[O-])cc2)c1	9.8%	-2.6%	-1.7%	-11.2%	-0.1%	26.7%	?
N=C(N)SCc1nc2ccccc2c(=O)n1-c1ccccc1	-4.3%[1.9 µM]	-1.2%&-0.2%	-0.6%&0.6%	-10.9%&3.5%	?	-1.1%&2.5%	-4.5%&19.1%
Cc1nc(CNC(=O)c2ccccc2OC2CCN(S(C)(=O)=O)CC2)cs1	-2.4%[10 µM]	nt	-0.9%	7.7%	-11.9%[9.22 µM]	-0.8%	18.2%
OC(COCc1ccccc1)Cn1cnc2ccccc21 (centres undefined)	-8.3%	8.9%	2.2%	-3.1%	-5.5%	0.0%	-0.9%
Cc1onc(-c2ccccc2)c1C(=O)NNC(=S)NC(=O)/C=C/c1ccccc1	-27.0%[10 µM]	?	-2.1%	11.4%	2.7%	-5.5%	4.0%
CN(C)C(=O)c1cccn1-c1ncc(C(F)(F)F)cc1Cl	-5.5%[10 µM]	10.3%[46 µM]	-1.4%	-0.2%	4.2%	0.9%	1.8%
CCCOc1cccc(NC(=O)c2c(-c3ccccc3)noc2C)c1	3.5%	?	6.0%	?	6.31µM*	-2.3%	-3.2%
CC1CC(C(F)F)n2nc(C(=O)O)cc2N1 (centres undefined)	5.8%	-1.7%	4.8%	2.0%	-10.4%[9.22 µM]	-4.8%	5.5%

One compound at a time (already shown).
COC(=O)CSc1nnc(-c2ccoc2C)n1-c1ccc(C)cc1 as listed: HTT ATP protect: 12.7%; LMNA splice mod: 0.5%; GAA spleen mod: -3.2%; GAA inh: 5.9%; HTT aggregate: 13.0%; CBFb-RUNX1 inh: 0.6%; GAA glycogen: 7.8%
COCCn1c(SCc2nc3ccccc3s2)nc2ccccc21 as listed: HTT ATP protect: -6.9%[10 µM]; LMNA splice mod: ?; GAA spleen mod: 0.0%; GAA inh: -7.3%; HTT aggregate: -5.6%; CBFb-RUNX1 inh: 8.0%; GAA glycogen: 8.3%

Assay outcomes from PubChem BioAssay.
